Screening results from PubChem BioAssay.
PAX8 inh HTS – PAX8 transcriptional activity inhibition | RMG-I TPO-luciferase reporter, SteadyGlo, 24 h | inhibition, % at 12.6 µM | hit rate 1.2% among 360,000 | AID 652154;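 active means mean replicate inhibition at least 60% with every replicate also reaching 60%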;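 further: luciferase light reporting Pax8 driven TPO promoter activity; plate controls were median of neutral control wells for no effect and mitoxantrone controls for full effect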
PglD DTNB – inhibitors of Campylobacter jejuni PglD acetyltransferase | hit rate 0.098% among 360,000 | inhibition, % at 12.5 µM | purified PglD enzyme, DTNB colorimetric CoA detection; in the data active means inhibition above about 16%, passing the limit was not always enough; further: strong numbers were not always called active
ERAP1 HTS inh – inhibitors of human ERAP1 aminopeptidase; Q9NZ08; recombinant ERAP1, Leu-AMC fluorescence, 60 min; inhibition, % at 10.7 µM; AID 652197; hit rate 0.15% among 340,000;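 active means mean replicate inhibition of at least 30%, or all replicates individually reaching that 30% level; inactive means mean below 30% and not every replicate reaching it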;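 further: 0% = neutral control wells and 100% = L-leucinethiol positive control wells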
Target sequence (Q9NZ08 whole entry, looked up): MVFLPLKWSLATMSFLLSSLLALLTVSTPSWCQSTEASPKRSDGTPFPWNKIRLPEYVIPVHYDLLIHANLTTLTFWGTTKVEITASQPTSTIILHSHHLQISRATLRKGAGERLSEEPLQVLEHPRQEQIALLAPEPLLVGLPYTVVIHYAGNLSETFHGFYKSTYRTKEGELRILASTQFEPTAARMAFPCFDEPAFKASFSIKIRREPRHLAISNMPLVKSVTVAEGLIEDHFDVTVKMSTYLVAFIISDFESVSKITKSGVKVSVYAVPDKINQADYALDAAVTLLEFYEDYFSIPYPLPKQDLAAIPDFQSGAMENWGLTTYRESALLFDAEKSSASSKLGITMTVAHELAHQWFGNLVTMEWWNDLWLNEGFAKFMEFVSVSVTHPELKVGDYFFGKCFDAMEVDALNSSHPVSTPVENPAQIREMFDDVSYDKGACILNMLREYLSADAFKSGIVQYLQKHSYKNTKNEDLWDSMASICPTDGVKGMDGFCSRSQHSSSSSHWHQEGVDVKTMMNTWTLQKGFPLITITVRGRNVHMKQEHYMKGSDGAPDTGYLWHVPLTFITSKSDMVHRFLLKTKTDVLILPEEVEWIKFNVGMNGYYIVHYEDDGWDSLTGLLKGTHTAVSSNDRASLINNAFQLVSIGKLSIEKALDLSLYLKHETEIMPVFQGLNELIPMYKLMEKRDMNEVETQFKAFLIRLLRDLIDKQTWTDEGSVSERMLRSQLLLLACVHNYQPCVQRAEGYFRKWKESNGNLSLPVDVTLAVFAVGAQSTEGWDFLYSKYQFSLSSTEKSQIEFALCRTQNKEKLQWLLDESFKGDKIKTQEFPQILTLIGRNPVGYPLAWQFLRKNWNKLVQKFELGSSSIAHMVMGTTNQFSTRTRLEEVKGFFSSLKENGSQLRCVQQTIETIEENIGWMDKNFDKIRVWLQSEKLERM
FN deposit inh – fibronectin deposition inhibition. AH1F fibroblasts, Alexa488-fibronectin deposition fluorescence, overnight. inhibition, % at 12.6 µM. hit rate 0.086% among 350,000. AID 743247;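 active means mean inhibition across replicates of 30% or more, regardless of how many single replicates reach that level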;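 further: positive control wells lacked labelled fibronectin entirely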
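Test system: AH1F fibroblast monolayer depositing Alexa488-labelled fibronectin into matrix. Input: 10000 cells per well. Technique: fluorescence, ex 485 nm, em 525 nm. Buffer or medium: DMEM plus 2% serum, read in PBS. Timing: 1 h cell adhesion before compound, then overnight fibronectin incubation. Compound: single dose, pinned. Read-out basis: inhibition from reduced deposited-fibronectin fluorescence.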
EWS-Fli inh – EWS/Fli transcriptional activity inhibition | A673 NR0B1-luciferase reporter, viability-normalised | inhibition, % at 12.6 µM | hit rate 0.67% among 350,000;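 active means mean inhibition of at least 50% after viability correction, with every replicate also passing that limit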;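 further: firefly luciferase signal divided by Alamar Blue viability fluorescence both relative to DMSO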
LGR2 inh – Drosophila LGR2 receptor signaling inhibition; HEK293 LGR2, CRE-luciferase, bursicon-stimulated, 4 h; inhibition, % at 9.99 µM; hit rate 0.35% among 380,000; AID 720647;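 active means drop in luminescence signal, shown as inhibition above about 50% in the replicate tests, limit read from the data, passing the limit was not always enough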;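 further: agonist challenge used bursicon conditioned medium at about half maximal strength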
S100A4 MyoIIA – inhibitors of human S100A4 binding to myosin IIA peptide | P26447 | S100A4/TAMRA-MyoIIA peptide fluorescence polarization | inhibition, % at 10.7 µM | hit rate 0.14% among 360,000 | AID 652163;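 active means mean inhibition of at least 70% across replicates, with every replicate also reaching that level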
Target sequence (P26447 whole entry, looked up): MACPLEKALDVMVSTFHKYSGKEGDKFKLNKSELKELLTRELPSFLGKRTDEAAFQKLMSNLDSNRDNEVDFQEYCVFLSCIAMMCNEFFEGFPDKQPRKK
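System – human S100A4 monomer protein, biochemical binding assay · Buffer or medium – Calcium-containing HEPES buffer, pH 7.2 · Timing – 5 min between mix addition and reading · Also added – TAMRA-labelled myosin IIA heavy-chain peptide probe, 5 nM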
PGC1a acetyl inh – modulators of PGC1a acetylation | hit rate 0.17% among 350,000 | U2OS PGC1a acetylation, AlphaScreen anti-acetyl-lysine; with virally co-expressed GCN5 acetyltransferase | inhibition, % at 15.6 µM;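 active means every replicate shows inhibition of at least 40%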;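 further: 0% = neutral control wells and 100% = positive control wells; some results beyond the cut were filed as inactive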
Starred values were filed as active, the others as inactive; x = not tested or not shown; & = joins results of further samples. No enrichment for hits (roughly 2.1% active in at least one column).

SMILES	PAX8 inh HTS	PglD DTNB	ERAP1 HTS inh	FN deposit inh	EWS-Fli inh	LGR2 inh	S100A4 MyoIIA	PGC1a acetyl inh
COc1ccc(CN=C(N)N=C(N)N)cc1Cl	-1	4	1	-1	4	21	-1	4
Nn1c(SCC(=O)Nc2ccccc2Br)nnc1-c1ccco1	-1	-6	-2	-3	x	-8	-3	-2
CN(c1ncc(C(F)(F)F)cc1Cl)N1C(=O)C2ONC3(C(=O)CC(C)(C)CC3=O)C2C1=O (centres undefined)	3	x	-7	1	9	2	-11	x
CCOC(=O)C1CCN(S(=O)(=O)c2ccc(-n3cnnn3)c(C)c2)CC1	x	3	5	x	6	6	-4	7
COc1ccc([C@H]2CC(=O)C=C(c3cc4ccccc4c4ccccc34)C2)cc1	14	-1	x	15	4	12	20	6
O=C(Cc1ccc(S(=O)(=O)N2CCOCC2)s1)NNC(=O)c1ccccc1Cl	-8	0	-1	-15	-1	-19	-14	5
CCN1C(=O)CSc2ccc(C(=O)NCc3ccc(OC)cc3)cc21	x	-5	x	4	x	6	x	-3
C[C@@H]1CN([C@@H](C)CO)C(=O)c2cccc(NC(=O)Nc3ccc(F)cc3)c2O[C@H]1CN(C)S(=O)(=O)c1ccccc1	x	-11	-1	x	1	6	8	2
O=C(NCC1COc2ccccc2O1)C1CCN(S(=O)(=O)c2ccc(Cl)cc2)CC1 (centres undefined)	6	-1	3	7	5	22	1	-2
CCN(CC(=O)Nc1ccccc1C(F)(F)F)C(=O)CCOc1ccc(C)cc1	11	-3	1	-9	-15	2	-6	-4
CCOC(=O)N1CCN(C(=O)c2cn(C)c(=O)c3c2c2ccccc2n3C)CC1	x	5	x	4	x	9	x	-37
O=C(COC(=O)COc1ccc(Cl)cc1)NC1CCCCC1	-13	5	x	-2	x	x	x	-8
C[C@H](CO)N1C[C@H](C)[C@H](CN(C)C(=O)Nc2ccccc2)Oc2ccc(NC(=O)Cc3cn(C)c4ccccc34)cc2CC1=O	11	7	-4	x	0	7	17	-5
CC1(C)CC(=O)C(/C=N/n2c(C(F)(F)F)nc3ccccc3c2=O)=C(O)C1	x	2	-2	x	-1	0	-6	2
CCN(C(=O)CSc1nnc(Nc2cccc(C)c2C)s1)C1CCS(=O)(=O)C1 (centres undefined)	2	1	5	1	-4	x	-6	x
N#CC1=C(N)OC2=C(C(=O)CCC2)C1c1ccoc1 (centres undefined)	14	x	-4	5	-2	10	-6	0
C[C@@H]1CN([C@@H](C)CO)C(=O)c2cc(NC(=O)c3ccncc3)ccc2O[C@@H]1CN(C)S(C)(=O)=O	0	2	0	-15	-10	0	-13	7
Cc1ccc(NC(=O)COC(=O)c2ccccc2F)cc1S(=O)(=O)N1CCCCC1	5	-2	-9	-3	7	13	-2	x
CN1c2ccc(Br)cc2[C@@H]2[C@@H](CCN2S(=O)(=O)c2ccc(F)cc2)[C@H]1CO	-11	-3	2	0	0	3	4	-2
Cc1ccc(S(=O)(=O)NCCNC(=O)CN2CCOCC2)cc1	2	-2	-2	7	-5	3	1	x
COc1ccc(CNC(=O)CN2CCN(S(=O)(=O)c3cccs3)CC2)cc1OC	5	x	6	10	3	10	3	-14
COc1ccc(C(=O)NCc2ncccc2C)cc1OC1CCN(C(C)=O)CC1	3	0	-3	-4	-13	-2	1	1
C[C@@H]1CN([C@H](C)CO)C(=O)Cc2cc(NS(C)(=O)=O)ccc2O[C@H]1CN(C)Cc1ccc(C(=O)O)cc1	-4	1	-1	x	-3	12	11	-3
Cc1cc(NS(=O)(=O)c2ccc(NC(=O)c3cc4c(=O)n5ccccc5nc4s3)cc2)nc(C)n1	-22	x	-13	3	-4	0	4	x
COc1ccc(C(C)(C)C)cc1NC(=O)c1c(C)noc1C	x	0	x	-1	x	-6	x	-1
COc1ccc2[nH]cc(S(=O)(=O)c3ccc(C)cc3)c2c1	7	x	5	13	-3	-9	4	-9
CCS(=O)(=O)c1ccc2oc(Nc3ccc(OC)c(OC)c3)nc2c1	-14	-5	0	3	-7	-5	1	0
Nc1c(-c2ccccn2)cnn1-c1nc(-c2ccc(F)cc2)cs1	-6	x	-4	x	-30	-51	-3	-32
C[C@H]1CN([C@@H](C)CO)C(=O)c2cc(-c3ccncc3)cnc2O[C@@H]1CN(C)C(=O)Cc1cccnc1	4	-2	x	-8	-1	7	x	-1
CCc1ccc(-c2cc3c(=O)n(CC(=O)NCCCN4CCN(CC)CC4)nc(C)n3n2)cc1	-25	-6	1	10	-5	6	0	2
C[C@H](CO)N1C[C@H](C)[C@@H](CN(C)C(=O)Nc2cc(F)ccc2F)Oc2cc(C#CC3CCCC3)ccc2S1(=O)=O	28	-3	0	x	9	x	6	26
COc1cc(C)c(S(=O)(=O)N2CCCC2)cc1C(C)C	-6	x	-3	-4	7	2	-3	-24
CN(C)CCCNC(=O)C[C@@H]1CC[C@@H]2[C@@H](COc3ccc(NS(C)(=O)=O)cc3C(=O)N2C)O1	-39	0	1	0	-16	-22	-14	-6
Cc1cc(C)cc(N(CC(=O)NC2CCC(C)CC2)S(=O)(=O)c2c(C)[nH]c(=O)[nH]c2=O)c1 (centres undefined)	22	5	0	4	-8	0	2	10
CC(C)(C)OC[C@H](NC(=O)c1[nH]cnc1C(=O)Nc1ccccc1F)C(=O)OC(C)(C)C	24	2	2	-11	7	7	1	x
CCOC(=O)N1CCC(NS(=O)(=O)c2cc3c(cc2C)NC(=O)CO3)CC1	2	3	x	-1	x	x	x	11
O=C1OCc2ccc(NC(=O)C3CC3)cc21	-5	0	-4	12	-9	-1	-9	-7
Cc1cccnc1NC(=O)C1c2ccccc2Oc2ccccc21	-11	3	0	1	-3	-12	0	x
NS(=O)(=O)c1ccc(N2CCCC2=O)c([N+](=O)[O-])c1	0	x	-4	x	-5	10	-2	3
COc1cccc(C(=O)N2CCN(c3nc4cc(C)cc(C)c4cc3C#N)CC2)c1	-10	x	x	-1	1	6	-1	-2

Among those listed so far, these contain two or more sulfur atoms.
SMILES	PAX8 inh HTS	PglD DTNB	ERAP1 HTS inh	FN deposit inh	EWS-Fli inh	LGR2 inh	S100A4 MyoIIA	PGC1a acetyl inh
O=C(Cc1ccc(S(=O)(=O)N2CCOCC2)s1)NNC(=O)c1ccccc1Cl	-8	0	-1	-15	-1	-19	-14	5
CCN(C(=O)CSc1nnc(Nc2cccc(C)c2C)s1)C1CCS(=O)(=O)C1 (centres undefined)	2	1	5	1	-4	x	-6	x
COc1ccc(CNC(=O)CN2CCN(S(=O)(=O)c3cccs3)CC2)cc1OC	5	x	6	10	3	10	3	-14
Cc1cc(NS(=O)(=O)c2ccc(NC(=O)c3cc4c(=O)n5ccccc5nc4s3)cc2)nc(C)n1	-22	x	-13	3	-4	0	4	x

Next section
SMILES	PAX8 inh HTS	PglD DTNB	ERAP1 HTS inh	FN deposit inh	EWS-Fli inh	LGR2 inh	S100A4 MyoIIA	PGC1a acetyl inh
COc1ccc(NC(=O)Nc2ccc3c(c2)C(=O)N([C@H](C)CO)C[C@H](C)[C@H](CN(C)C(=O)Nc2c(C)noc2C)OCCCC[C@H](C)O3)cc1	x	0	1	4	-3	14	6	11
N#C/C=C/C(=C\Nc1ccc(Cl)cc1)S(=O)(=O)c1ccccc1	25	0	0	-1	10	0	1	23
O=C(/C=C/c1ccc(O)cc1)c1ccc(O)cc1O	-96	1	6	2	-2	-45	1	-7
O=C(c1ccc2c(c1)OCO2)N1C[C@@H]2N[C@H](C1)C2c1ccc(-c2ccccc2F)cc1 (some centres undefined)	-15&15	x	x	-5&4	-8&-8	7&-1	x	1&-12
C[C@H](CO)N1C[C@H](C)[C@@H](CN(C)Cc2cccc(C(=O)O)c2)Oc2cc(C3=CCCCC3)ccc2S1(=O)=O	5	-5	0	-26	-2	18	-10	4
COc1cc(/C=N/NC(=O)c2cc(C3CC3)[nH]n2)cc(OC)c1OC	13	2	0	18	x	0	0	-3
CC(C)c1[nH]nc2c1C(c1ccco1)C(C#N)=C(N)O2 (centres undefined)	-4	2	0	-1	-6	10	-3	x
Cc1noc(C)c1NC(=O)N(C)C[C@H]1Oc2c(NS(=O)(=O)c3ccccc3)cccc2C(=O)N([C@H](C)CO)C[C@H]1C	-1	0	0	x	-12	-25	5	-1
Cc1ncoc1C(=O)N1CCCC(C(=O)c2cccc3ccccc23)C1 (centres undefined)	13	x	2	-6	-63	23	-3	x
N#Cc1ccccc1OCc1cn(CC(=O)c2ccc(O)cc2)nn1	-34	2	-5	2	-20	-3	3	x
COc1ccc(C(O)c2ncc(-c3cccc(F)c3)[nH]2)cc1F (centres undefined)	0	4	6	5	-26	-15	-13	8
COc1cc(-c2nc(C(=O)NC3CCCCC3)cc3c2[nH]c2ccccc23)cc(OC)c1OC	x	-3	1	x	17	4	3	-8
C=Cc1c(C)c2cc3[nH]c(cc4nc(cc5nc(cc1[nH]2)C(C)=C5CCC(=O)O)C(CCC(=O)O)=C4C)c(C)c3C=C	x	1&-4	x	x	23	4	4	2&0
CC(C)COCC(CN(Cc1ccccc1)c1ccccc1)N1CCCC1 (centres undefined)	-8	-2	-4	-3&-8	17	14	-10&1	-10
CCOc1ccc(CC(=O)Nc2c(C(=O)Nc3ccccc3)oc3ccccc23)cc1OCC	-11	-5	x	1	x	x	x	-7
CCN(CC)S(=O)(=O)c1cccc(NC(=O)c2cncc(Br)c2)c1	15	x	-2	10	11	x	-2	x
O=C(O)C[C@@H]1C=C[C@@H](NC(=O)c2ccccc2F)[C@H](CO)O1	-19	0	-2	11	2	9	12	2
c1ccc(Nc2cc(-c3ccccc3)nc3ncnn23)cc1	x	x	1	x	6	-14	-6	x
COc1ccc(NC(=O)c2cccc3c(-c4cccnc4)coc23)cc1	-22	2	3	2	1	-18	4	-39
O=C(NCCN1CCOCC1)C(=O)c1c[nH]c2ccccc12	-3	-3	-3	1	-9	4	3	x
C/C=C/c1ccc2c(c1)O[C@@H](CN(C)C(=O)CC)[C@H](C)CN([C@H](C)CO)S2(=O)=O	x	1	1	x	1	8	-17	x
C[C@H](CO)N1C[C@H](C)[C@@H](CN(C)Cc2cccnc2)OCc2ccccc2-c2ccccc2C1=O	9	0	0	-16	7	5	6	3
C#CCOCCOCCOCCNc1nc(N2CCN(C(=O)[C@H](CCCN=C(N)N)n3cc(C(N)[C@@H](C)CC)nn3)CC2)nc(N2CCN(C(=O)[C@H](CCC(=O)O)n3cc([C@@H](N)CO)nn3)CC2)n1 (some centres undefined)	6	5	-2	-2	0	1	-3	1
COc1ccc(-c2ccc([C@H]3[C@H](C#N)N[C@@H]3CO)cc2)cc1	-20	1	1	3	-10	-2	1	-1
C=CCNC(=S)Nc1c(C(=O)OC)[nH]c2cc(OC)ccc12	-25	-4	-1	3	-24	-45	-7	-15
CC(C)c1ccccc1NC(=O)COC(=O)CCN1C(=O)/C(=C\C=C\c2ccccc2)SC1=S	26	x	1	-7	62*	-3	-1	x
COc1ccc(Cl)c2sc(N3CCN(C(=O)c4ccco4)CC3)nc12	16	x	0	5	1	6	-5	x
COc1cccc(CC(=O)NN2C(=O)NC3(CCCCC3)C2=O)c1	7	1	0	0	-2	5	-6	x
CCCNC(=O)N1[C@@H](C#N)[C@H](c2ccc(C#Cc3ccc(F)cc3)cc2)[C@@H]1CO	26	-1	1	8	-7	-19	-5	2
COCc1cc(=O)[nH]c(/N=C(\N)Nc2ccc(Cl)c(Cl)c2)n1	2	7	7	-3	9	-3	34	-3
